C-LANA FP: KSHV C-LANA DNA binding inhibition; MBP-C-LANA/FAM-LBS DNA binding, fluorescence polarization; inhibition, % at 9 µM; 340,000 tested, 0.078% active; AID 504423;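 active means highest replicate inhibition at or above 60% at 9 µM, even if other replicates fall short; inactive means all replicates below 60% inhibition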;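 further: 0% = neutral control wells and 100% = 4 µM acridine orange control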
V-ATPase pH: yeast V-ATPase proton transport regulation by pHLuorin | S. cerevisiae, pHLuorin cytosolic pH fluorescence | response, % at 10 µM | 350,000 tested, 0.37% active | AID 504577; in the data active means response mostly above about 7.3%, no sharp cut-off; inactive means mostly below about 5.4%; further: actives read high; inactives centre near 0; some compounds called inactive have numbers as strong as hits
Cardiac RTF inh: cardiac RTF calcium desensitization. P19429+P45379. IANBD-labeled cardiac RTF, Ca2+ fluorescence. inhibition, % at 7.15 µM. 340,000 tested, 0.12% active;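 active means inhibition above the mean inhibition of all tested compounds plus 3 SD, cut at about 17% in these data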;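 further: assay run at fixed EC70 calcium of 1.6 mM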
Pemphigus Ab inh: human desmoglein-3 autoantibody binding inhibition; P32926; DSG3-coupled beads, scFv-anti-DSG3-GFP binding, flow cytometry; hits give low values; binding (percent of control), % at 10 µM; 310,000 tested, 0.48% active; AID 588358;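 active means binding more than 3 SD below its plate's average and above zero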;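 further: hits lower antibody fragment binding to DSG3; some compounds called inactive have numbers as strong as hits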
NSD2 HMT inh: blocks human histone methyltransferase NSD2; inhibition, % at 12.5 µM; 310,000 tested, 0.54% active; AID 743445; NSD2 peptide methylation, AlphaScreen, 120 min; O96028; in the data active means inhibition above about 50%
Arr AP2 block: human beta-arrestin and AP2 interaction inhibition; 340,000 tested, 0.31% active; FITC-arrestin peptide / GST-AP2 beads, flow cytometry; AP2 beta2 appendage carries R879A mutation; inhibition, % at 10 µM; AID 504490;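 active means inhibition above a set limit, near 3 SD of compounds lacking own fluorescence, cut at about 54% in these data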;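 further: plate controls were DMSO wells for no effect and 5 µM unlabelled arrestin peptide for full effect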
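System: GST-AP2 R879A glutathione beads; medium: PBS, Tween 20 0.05%, BSA 0.1%; reagent: fluorescein-tagged arrestin peptide at 50 nM final; schedule: pre-incubation 12 min, peptide binding 1 h, room temperature; detection: flow cytometry, FL1 (488/535 nm); read-out: inhibition as reduced fluorescein signal on beads, percent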
CAL PDZ FP-1: CAL PDZ (human) peptide binding inhibition. Q9HD26. 300,000 tested, 0.92% active. AID 602252. inhibition, % at 24.9 µM. purified CAL PDZ, TMR-peptide fluorescence polarization, 1 h;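 active means mean inhibition of at least 30% with at least half of replicates also reaching 30%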;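 further: 0% = DMSO neutral control and 100% = excess unlabeled competitor peptide PRC23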
Keap1 Nrf2 FP: inhibitors of human Keap1-Nrf2 protein-protein interaction | Q14145 | Keap1 Kelch-Nrf2 peptide fluorescence polarization, 1536-well | inhibition, % at 9.4 µM | 340,000 tested, 0.15% active | AID 504523; in the data active means inhibition above about 12%;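 further: human Keap1 Kelch domain with fluorescein labeled Nrf2 9mer peptide probe; 0% = neutral control wells and 100% = peptide positive control; higher means more block of Keap1 binding to Nrf2 peptide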
Target sequence (Q14145 whole entry, looked up, the tested form may be a part): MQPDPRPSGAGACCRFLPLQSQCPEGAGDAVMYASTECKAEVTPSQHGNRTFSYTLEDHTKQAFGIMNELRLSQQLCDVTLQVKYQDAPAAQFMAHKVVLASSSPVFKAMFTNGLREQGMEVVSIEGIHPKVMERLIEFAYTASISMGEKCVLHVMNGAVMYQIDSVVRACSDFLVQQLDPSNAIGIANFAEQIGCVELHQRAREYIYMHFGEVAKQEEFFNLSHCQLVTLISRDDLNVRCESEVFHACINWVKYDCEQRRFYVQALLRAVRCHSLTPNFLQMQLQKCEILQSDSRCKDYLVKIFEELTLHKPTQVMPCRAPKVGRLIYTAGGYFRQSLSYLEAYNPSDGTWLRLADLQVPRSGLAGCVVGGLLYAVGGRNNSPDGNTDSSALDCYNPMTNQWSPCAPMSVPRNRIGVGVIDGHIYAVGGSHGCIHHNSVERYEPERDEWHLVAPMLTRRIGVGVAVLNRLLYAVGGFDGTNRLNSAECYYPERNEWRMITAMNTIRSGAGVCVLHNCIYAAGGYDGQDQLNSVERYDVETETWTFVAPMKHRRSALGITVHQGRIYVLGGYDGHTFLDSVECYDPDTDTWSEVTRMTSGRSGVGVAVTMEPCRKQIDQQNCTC
CAL PDZ FP-2: human CAL PDZ-peptide interaction inhibition; AID 504414; 330,000 tested, 0.02% active; inhibition, % at 20 µM; purified CAL PDZ, TMR-peptide fluorescence polarization, 1 h; Q9HD26;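 active means highest replicate inhibition of at least 40%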;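 further: plate controls were DMSO neutral control wells for no effect and unlabeled competitor peptide control wells for full effect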
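Test system: purified CerCALP PDZ construct; Compound dosing: one concentration, 20 µM compound; Also added: TMR-labelled reporter peptide T*-PRC34 bound in PDZ groove; Read-out: inhibition from polarization loss; Controls: unlabelled peptide and DMSO controls; Signal: FP readout, S and P plane fluorescence; Incubation: 1 h at RT.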
DAGLB inh: diacylglycerol lipase beta (human) inhibition | 340,000 tested, 0.059% active | HEK293T DAGLB membrane lysate, EnzChek fluorogenic substrate | Q8NCG7 | inhibition, % at 5.17 µM; in the data active means inhibition above about 34%;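 further: 0% = enzyme with vehicle and 100% = wells lacking enzyme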
Numbers without * were called inactive; . = no result given.

No.	structure	Keap1 Nrf2 FP	CAL PDZ FP-1	Cardiac RTF inh	Pemphigus Ab inh	V-ATPase pH	DAGLB inh	NSD2 HMT inh	CAL PDZ FP-2	C-LANA FP	Arr AP2 block
1	COc1ccc(Sc2nc(-c3ccccn3)ncc2OC)cc1	3	.	-4	77	3	0	-1	-1.7	1.9	-24
2	COc1ccc(CNC(=O)c2cc(C3CC3)nc3c2cnn3C(C)C)cc1	-3	2	-6	128	1	-9	-3	-0.9	-7.5	21
3	Oc1ccc(/C(Cc2ccccn2)=N\Nc2ccccc2)c(O)c1	1	3	3	117	5	2	4	-0.3	-1.3	24
4	CC(C)(C)Nc1nc(Cl)nc(NC(C)(C)C)n1	2	-1	0	123	1	-8	-3	-1.0	0.2	23
5	CCOc1cc(/C=N/NC(=O)c2ccccc2-n2cccc2)ccc1O	-3	-2	0	105	3	2	3	0.3	-1.5	-4
6	CCOc1ccccc1C(=O)n1nc2nc(C)cc(C)c2c1N	-2	.	-1	97	-2	-5	1	-1.1	0.3	2
7	CC(=O)c1c(C)[nH]c(C(=O)CSc2nc3ccccc3c(=O)n2CCCN2CCOCC2)c1C	0	-2	-3	98	1	2	1	-1.3	0.3	-11
8	O=C(NC1CCCCC1)C1CC(=O)N(CCc2ccccc2)C1 (centres undefined)	-7	-1	-14	.	1	-2	0	-2.5	-1.2	4
9	COc1ccc(N2CCN(C3CCCN(C(=O)CN4CCCC4=O)C3)CC2)cc1 (centres undefined)	3	-4	-1	97	1	3	-4	-1.3	-0.3	-7
10	Cc1ccc(C(=O)N2CCC3(CC2)Oc2ccc(Cl)cc2C(=O)C32CC(c3ccc(Cl)cc3)=NO2)s1 (centres undefined)	-4	0	-2	95	0	-4	.	-0.2	3.2	-1
11	Cn1cccc1C(=O)OCC(=O)NCc1ccc2c(c1)OCO2	0	.	6	100	-2	2	-3	0.1	0.2	1
12	Cc1n[nH]c(C)c1Sc1ccccc1[N+](=O)[O-]	-1	-3	-7	116	-4	0	3	-1.3	0.2	-1
13	Cc1ccc(N2C(=O)c3ccccc3C2=O)nc1	-2	-2	-1	103	2	-1	1	0.1	0.6	1
14	CN(Cc1ccccc1)C(NC(=O)c1ccccc1)C(Cl)(Cl)Cl (centres undefined)	-7	.	-7	106	3	-1	-1	-0.9	-0.4	4
15	CCOc1ccc(C(O)C(CN2CCOCC2)c2ccccc2)cc1 (centres undefined)	-2	-1	-10	110	1	-2	1	-1.4	0.3	6
16	COc1cccc(CN(C)C(=O)c2ccc(S(=O)(=O)Nc3ccccc3F)cc2)c1OC	-1	1	-5	105	2	-2	3	-2.5	0.0	24
17	Cn1c(SCc2nc3ccccc3c(=O)[nH]2)nnc1-c1ccco1	-2	-1	-18	90	0	0	0	-3.0	0.4	-12
18	CC1CC(C)CN(S(=O)(=O)c2ccc(F)c(C(=O)Nc3ccc(Cl)cc3F)c2)C1 (centres undefined)	1	-4	-9	123	-1	-2	6	-0.1	2.4	-9
19	O=C(Nn1c(-c2ccc(Br)cc2)nc2ccccc2c1=O)c1cccnc1	2	-2	-2	98	-1	1	0	-2.6	0.6	17
20	Cn1nccc1C(=O)Nc1ccc(OC(=O)c2ccnn2C)cc1	-8	-4	-12	90	-3	0	2	-3.0	0.3	-8
21	Cc1cccc(C(=O)OCC(=O)NCCCc2ccccc2)c1O	0	8	-2	85	6	-7	-4	-0.9	0.0	30
22	CC1(C2CC(C(F)(F)F)n3nc(C(=O)O)cc3N2)CC1 (centres undefined)	0	-3	-7	100	1	0	7	-1.4	-0.5	2
23	Nn1c(SCC(=O)NC2CCS(=O)(=O)C2)nnc1-c1ccco1 (centres undefined)	-5	0	0	114	-2	-3	-1	1.6	-0.4	5
24	O=C(N/N=C\c1cn(-c2ccccc2)nc1-c1ccccc1)c1ccc2c(c1)OCO2	7	-2	-9	104	-1	-1	43	-1.7	0.6	-7
25	Cn1cnnc1Sc1ccc(C(=O)NCCC(c2ccccc2)c2ccccc2)cc1[N+](=O)[O-]	-6	1	-22	86	-2	2	3	-1.8	-1.3	-1

Complete entries, looked up by structure. Order of screens: Keap1 Nrf2 FP | CAL PDZ FP-1 | Cardiac RTF inh | Pemphigus Ab inh | V-ATPase pH | DAGLB inh | NSD2 HMT inh | CAL PDZ FP-2 | C-LANA FP | Arr AP2 block
Shown for COc1cccc(CN(C)C(=O)c2ccc(S(=O)(=O)Nc3ccccc3F)cc2)c1OC : -1 | 1 | -5 | 105 | 2 | -2 | 3 | -2.5 | 0.0 | 24
Shown for CCOc1ccccc1C(=O)n1nc2nc(C)cc(C)c2c1N : -2 | . | -1 | 97 | -2 | -5 | 1 | -1.1 | 0.3 | 2
Shown for Cc1ccc(N2C(=O)c3ccccc3C2=O)nc1 : -2 | -2 | -1 | 103 | 2 | -1 | 1 | 0.1 | 0.6 | 1

Back to the main list; the 2 compounds before the break are reprinted first.
No.	structure	Keap1 Nrf2 FP	CAL PDZ FP-1	Cardiac RTF inh	Pemphigus Ab inh	V-ATPase pH	DAGLB inh	NSD2 HMT inh	CAL PDZ FP-2	C-LANA FP	Arr AP2 block
24	O=C(N/N=C\c1cn(-c2ccccc2)nc1-c1ccccc1)c1ccc2c(c1)OCO2	7	-2	-9	104	-1	-1	43	-1.7	0.6	-7
25	Cn1cnnc1Sc1ccc(C(=O)NCCC(c2ccccc2)c2ccccc2)cc1[N+](=O)[O-]	-6	1	-22	86	-2	2	3	-1.8	-1.3	-1
26	O=C(Nc1ccc(F)cc1)N1CCC(c2nc3c(nnn3Cc3cccc(Cl)c3)c(=O)[nH]2)CC1	2	-3	0	102	-4	2	-4	-2.6	0.2	-4
27	O=C(O)C1CC=CCC1C(=O)Nc1ccc(Oc2ccc(Cl)cc2)cc1 (centres undefined)	-7	0	-12	98	6	2	1	-0.8	0.3	-8
28	CCOC(=O)C1(Cc2ccccc2)CCCN(Cc2ccccn2)C1 (centres undefined)	-7	.	-22	.	0	-1	0	-0.5	-0.4	-10
29	CC1CCc2nn(CC(=O)NCCCN3CCCC3=O)cc2C1 (centres undefined)	2	.	-5	102	5	0	.	0.2	1.1	4
30	COC(=O)[C@]1(Cc2ccccc2)N[C@H](CN(C)C(=O)Nc2ccc(OC)cc2)[C@@H]2C(=O)N(C)C(=O)[C@@H]21	-8	2	-13	90	3	-2	.	0.5	-0.4	1
31	COc1ccc(-c2csc(NC(=O)c3ccccc3NS(=O)(=O)c3ccc(F)c(F)c3)n2)cc1	-2	42*	-8	97	1	11	.	-0.5	-0.6	2
32	COC(=O)c1ccc(CNC(=O)c2ccc(COc3ccccc3)cc2)cc1	0	-1	-4	103	1	-5	-1	-0.8	-0.2	-2
33	CCC(C)[C@H](NC(=O)NCc1cccc(OC)c1)C(=O)O (some centres undefined)	1	.	-6	102	0	-2	-5	-0.7	0.4	-7
34	Cc1ccc(C(=O)NC(=S)Nc2ccc(CN3CCCCC3)cc2)c(C)c1	-4	0	-5	104	-2	-2	1	-1.2	1.7	1
35	COc1ccc2[nH]c3c(=S)nc[nH]c3c2c1	-6	-2	-5	106	0	0	-3	-3.6	-1.2	-18
36	NNC(=O)CN1C(c2ccccc2Br)=Nc2ccc(Br)cc2C1c1ccccc1 (centres undefined)	1	2	-14	96	2	4	0	-1.2	1.5	-1
37	COc1ccc(-n2cnc3cc(C(=O)NCCN4CCOCC4)ccc32)cc1	-2	-2	4	102	-3	2	-1	-1.9	0.4	-1
38	Cc1c(NC(=O)C2CCCCN2S(=O)(=O)c2ccc(Cl)cc2)c(=O)n(-c2ccccc2)n1C (centres undefined)	1	.	-7	97	-2	3	.	1.0	-0.4	12
39	COc1cccc(OC)c1C(=O)Nn1c(-c2cccc(C)c2)nc2ccccc2c1=O	-2	0	-7	101	-1	0	-1	-0.5	0.1	26
40	CC(=O)Oc1ccc(C(=O)Nc2ccccc2C(=O)NCC(C)C)cc1	-2	-3	9	96	-3	-5	-1	-1.0	2.1	18
41	Cn1nccc1C(=O)N1CCCC(N2CCN(c3cccc(C(F)(F)F)c3)CC2)C1 (centres undefined)	-2	2	3	.	-2	1	0	-1.1	-0.2	-3
42	O=C(CCNc1ccccc1)c1ccc2c(c1)OCO2	0	-3	-9	.	-2	-7	-4	-0.6	-0.9	21
43	Cc1cc(-c2ccc(C)c(S(=O)(=O)NCc3cccc(Br)c3)c2)on1	-1	-12	-6	.	3	-4	-6	-2.0	-2.1	-2
44	CNC(=S)Nc1ccc([N+](=O)[O-])cc1	0	7	-7	96	-2	0	0	-1.8	1.7	39

CAL PDZ FP-1, hit marks shown above.
#	structure	Keap1 Nrf2 FP	CAL PDZ FP-1	Pemphigus Ab inh	V-ATPase pH	DAGLB inh	NSD2 HMT inh	CAL PDZ FP-2	C-LANA FP	Arr AP2 block
31	COc1ccc(-c2csc(NC(=O)c3ccccc3NS(=O)(=O)c3ccc(F)c(F)c3)n2)cc1	-2	42*	97	1	11	.	-0.5	-0.6	2

Quoted from the listing:
Cc1cc(-c2ccc(C)c(S(=O)(=O)NCc3cccc(Br)c3)c2)on1 in NSD2 HMT inh reads -6
COC(=O)c1ccc(CNC(=O)c2ccc(COc3ccccc3)cc2)cc1 in Keap1 Nrf2 FP reads 0
CC1CCc2nn(CC(=O)NCCCN3CCCC3=O)cc2C1 (centres undefined) in Cardiac RTF inh reads -5
CCOC(=O)C1(Cc2ccccc2)CCCN(Cc2ccccn2)C1 (centres undefined) in NSD2 HMT inh reads 0
CC(=O)Oc1ccc(C(=O)Nc2ccccc2C(=O)NCC(C)C)cc1 in Pemphigus Ab inh reads 96

Screens (PubChem)

Only part of the results is shown, so the mix of outcomes need not match the whole.
